# Bioassay records: PubChem, Fisher Drug Discovery Resource Center
# mcGAS lum = cyclic GMP-AMP synthase inhibitors, mouse, primary biochemical chemiluminescence | inhibition, % at 12.5 µM | Q8C6L5 | 160,000 compounds, 0.15% hits | recombinant cGAS, Kinase-Glo ATP depletion luminescence;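 also: 0% = negative control wells and 100% = reference inhibitor with no enzyme activity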
# NPYLR7 ag = agonists of mosquito NPYLR7 receptor, primary screen, cell-based, Aedes aegypti, calcium fluorescence, mosquito biting behavior; Aedes aegypti neuropeptide Y-like receptor 7 (NPYLR7); HEK293T NPYLR7/Galpha15, GCaMP6s calcium fluorescence; activation, % at 10 µM; 270,000 compounds, 0.15% hits; in the data active = activation above about 40%;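 also: 0% = vehicle and 100% = reference agonist at the receptor; some compounds past the cut are filed as inactive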
# hcGAS inh = Primary biochemical luminescence assay for human cyclic GMP-AMP synthase inhibitors. inhibition, % at 12.5 µM. 290,000 compounds, 0.081% hits. Q8N884. recombinant h-cGAS, ATP depletion, Kinase-Glo luminescence;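 also: 0% = vehicle reaction and 100% = reaction without DNA for no activity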
# Target sequence (Q8N884 whole entry, looked up): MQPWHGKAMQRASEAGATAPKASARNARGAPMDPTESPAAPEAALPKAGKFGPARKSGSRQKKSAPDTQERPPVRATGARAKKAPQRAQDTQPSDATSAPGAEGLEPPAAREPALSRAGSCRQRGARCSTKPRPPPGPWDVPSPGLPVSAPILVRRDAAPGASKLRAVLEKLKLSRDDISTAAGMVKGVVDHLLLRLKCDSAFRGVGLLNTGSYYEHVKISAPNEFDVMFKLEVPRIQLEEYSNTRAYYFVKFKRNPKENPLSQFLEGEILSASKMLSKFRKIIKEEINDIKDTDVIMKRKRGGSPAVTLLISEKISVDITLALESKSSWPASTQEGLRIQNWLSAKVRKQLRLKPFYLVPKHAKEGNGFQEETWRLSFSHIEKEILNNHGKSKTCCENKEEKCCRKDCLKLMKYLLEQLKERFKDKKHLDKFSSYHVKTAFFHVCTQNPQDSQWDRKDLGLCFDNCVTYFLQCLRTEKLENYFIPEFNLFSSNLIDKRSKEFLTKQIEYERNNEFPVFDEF
# Numbers without * were called inactive; . = not tested or not shown; & = joins results of further samples. Rule as the data show it, unless noted: active = inhibition above about 40%; inactive = the rest.
SMILES,mcGAS lum,NPYLR7 ag,hcGAS inh
Cc1ccsc1C(=O)N1CCN(S(=O)(=O)c2ccc(Cl)cc2)CC1,-18,-4,-1
CCN(CC)CCCC(C)NC(=O)c1cc(-c2cccs2)nn1-c1ccc(C)cc1 (stereo unspecified),-4,8,-2
CC1(C(=O)Nc2cccc3c2CCCC3)CCN1S(=O)(=O)c1ccccc1 (stereo unspecified),.,5,-5
CCOc1cc(C(=O)CCC(=O)NCc2ccco2)ccc1O,-12,-4,-2
Cn1c(-c2ccccc2F)nn(CN2CCc3ccccc3C2)c1=S,-10,12,-9&-10
CCCCn1cc(S(=O)(=O)c2ccccc2)c(=O)c2cc(F)c(F)cc21,-7,-10,-5
Cc1ccn(-c2ccc(Nc3ccc(NC(=O)Cc4ccccc4)cc3)nn2)n1,-1,-4,-1
CCOC(=O)c1cc(-c2ccc(N3CCN(C(=O)c4ccc(NC(C)=O)cc4)CC3)cc2)n(-c2ccc(F)cc2)n1,-7,24,-5
CCCCn1c(N)c(N(CCC(C)C)C(=O)NC2CCCCC2)c(=O)[nH]c1=O,.,7,-4
O=C(CCN1C(=O)c2ccccc2C1=O)Nc1cccc(Cl)c1,3,-4,6
CCOC(=O)CNC(c1ccccc1)c1cc(Br)ccc1N (stereo unspecified),-2,1,-1
O=S(=O)(NNc1c(F)c(F)c(F)c(F)c1F)c1ccc(F)cc1,.,-1,1
COc1ccc(C(=O)NCC(=O)N=Nc2c(O)n(Cc3ccccc3)c3ccccc23)cc1OC,5,-1,5
Cc1ccc(O)c(N=NC2=C(O)CC(C)(C)CC2=O)c1,.,-6,4
COc1cc(/C=C2\C(=O)NC(=S)N(C)C2=O)ccc1O,11,0,1
Fc1ccc(CC2CN(Cc3ccc4c(c3)CCO4)CCO2)cc1 (stereo unspecified),.,5,-7
C=CCN(C(=O)CCn1c(C)cc(C)nc1=O)C1CCCC1,-11,-6,1
N#Cc1ccc(N2CCC(C(=O)N3CCCCC3)CC2)nc1,.,6,-10
CCc1ccccc1NS(=O)(=O)c1ccc(C)s1,.,3,-11
CCc1cc(=O)n(CC(=O)Nc2ccc(C(N)=O)cc2)c(-n2nc(C)cc2C)n1,-1,1,1
O=C(CN1CCCC1=O)N1CCC(CCn2cccn2)CC1,.,12,2
O=C(NC1CCS(=O)(=O)CC1)c1cc(-c2cccc(Cl)c2)no1,.,0,-11
Cn1c(=O)c2[nH]c(CN3CCN(Cc4ccccc4)CC3)nc2n(C)c1=O,-2,0,3
Cc1cc(C(=O)N2CCCC2)nn1-c1ccc(Br)cc1,-12,2,-12
Cc1cc(C)c(C(=O)N2CCN(Cc3cc(=O)c(OCc4ccc(C(C)(C)C)cc4)co3)CC2)c(C)c1,-6,28,-8
# (next part)
SMILES,mcGAS lum,NPYLR7 ag,hcGAS inh
Fc1ccc(N=c2scc(CCl)n2CC2CCCO2)cc1 (stereo unspecified),-16,4,-9
CN(CC12CC3CC(CC(C3)C1)C2)S(=O)(=O)C1CCS(=O)(=O)CC1,.,7,-6
CC1CC1C(=O)Nc1ccc(F)cc1C(=O)N=c1sccn1C (stereo unspecified),.,-2,9
COCCNC(=O)Cn1nc2c(c1NC(=O)c1cccc3ccccc13)CSC2,-4,-5,-3
O=C(c1ccc(Cl)cc1)N1CCc2nc(Cc3ccc(F)cc3)nc(N3CCOCC3)c2C1,0,-3,4
Cn1cc(CNC(=O)C2CCCN(C3CCN(Cc4ccncc4)CC3)C2)cn1 (stereo unspecified),1,-4,-2
Cc1ccc(-c2ccnc(N(C)CC3(CO)CCOCC3)n2)c(C)n1,.,-6,-2
O=S(=O)(c1ccccc1)c1ccc2c(c1)Sc1ccccc1N2,.,1,-2
CCN(CC(=O)NCc1ccc(NC(C)=O)cc1)C1CCOC(C)(C)C1 (stereo unspecified),.,18&2,-8&-1
CC(C)(C)NC(=O)CN1CCN(C(=O)c2csc(-c3ccc(Cl)cc3)n2)CC1,-17,8,-8
CCCCc1nc2cc(C(=O)N3CCCC3c3nc4ccc(F)cc4[nH]3)ccc2o1 (stereo unspecified),-1,-8,1
Cc1c(Cl)c([N+](=O)[O-])nn1CC(=O)Nc1cc(Cl)ccc1O,-4,-5,-3
CC1=C(C(=O)OCC(C)C)C(c2cc3c(cc2[N+](=O)[O-])OCO3)C2=C(CC(c3ccccc3)CC2=O)N1 (stereo unspecified),-6,19,-2
CCCCCCCCNC(=O)c1c(O)c2ccccc2[nH]c1=O,-6,7,-2
COC(=O)c1ccc(NC(=O)c2cn(C)c3c(=O)n(-c4ccccc4)c(=O)[nH]c23)cc1,.,-1,-3
COc1ccc2c(c1)C1(SCCN1C(=O)c1ccccc1C)C(=O)N2Cc1ccccc1Cl (stereo unspecified),-6,10,-3
Cc1nc(C)c(CC(=O)N(C)CCn2ccc3ccccc32)c(=O)[nH]1,.,0,-9
COc1ccc(Nc2c3c(nc4nncn24)CCC3)cc1Cl,.,-3,-9
CN(C)c1ccc(CNc2nccc3c2ncn3C)cc1,-7,-2,-8
CN(C)CCN1C(=O)CC2Sc3ccccc3N=C21 (stereo unspecified),.,8,-9
CN(C)CCCNC(=O)c1ccc(-c2cc3nc(NCc4cccnc4)n(C)c(=O)c3s2)cc1,.,14,0
COC(=O)C1CCCCN1C(=O)CCc1nnc(CCc2ccc(OC)cc2)o1 (stereo unspecified),.,2,-3
CCC(CC)C(=O)N1CC(=O)Nc2ccc(Cl)cc2C1c1ccc(F)cc1 (stereo unspecified),2,25,1
CN1CCN(C(=O)[C@@H]2C[C@H](NC(=O)N(C)C)CN2C)CC1,-6,.,-15
C(=Nc1ccc(-c2nc3ccccc3[nH]2)cc1)c1ccc2c(c1)OCO2,-4,-1,-5

# 14 entries out of the list, arranged by SMILES length, high to low:
SMILES,mcGAS lum,NPYLR7 ag,hcGAS inh
COC(=O)c1ccc(NC(=O)c2cn(C)c3c(=O)n(-c4ccccc4)c(=O)[nH]c23)cc1,.,-1,-3
CN(C)CCCNC(=O)c1ccc(-c2cc3nc(NCc4cccnc4)n(C)c(=O)c3s2)cc1,.,14,0
COc1ccc2c(c1)C1(SCCN1C(=O)c1ccccc1C)C(=O)N2Cc1ccccc1Cl (stereo unspecified),-6,10,-3
CC(C)(C)NC(=O)CN1CCN(C(=O)c2csc(-c3ccc(Cl)cc3)n2)CC1,-17,8,-8
CN(CC12CC3CC(CC(C3)C1)C2)S(=O)(=O)C1CCS(=O)(=O)CC1,.,7,-6
C(=Nc1ccc(-c2nc3ccccc3[nH]2)cc1)c1ccc2c(c1)OCO2,-4,-1,-5
Cc1nc(C)c(CC(=O)N(C)CCn2ccc3ccccc32)c(=O)[nH]1,.,0,-9
COCCNC(=O)Cn1nc2c(c1NC(=O)c1cccc3ccccc13)CSC2,-4,-5,-3
O=S(=O)(c1ccccc1)c1ccc2c(c1)Sc1ccccc1N2,.,1,-2
CC1CC1C(=O)Nc1ccc(F)cc1C(=O)N=c1sccn1C (stereo unspecified),.,-2,9
CCCCCCCCNC(=O)c1c(O)c2ccccc2[nH]c1=O,-6,7,-2
COc1ccc(Nc2c3c(nc4nncn24)CCC3)cc1Cl,.,-3,-9
Fc1ccc(N=c2scc(CCl)n2CC2CCCO2)cc1 (stereo unspecified),-16,4,-9
CN(C)CCN1C(=O)CC2Sc3ccccc3N=C21 (stereo unspecified),.,8,-9

# Going on with the list:
SMILES,mcGAS lum,NPYLR7 ag,hcGAS inh
CN(C(=O)CSc1nc2sc3c(c2c(=O)[nH]1)CCCC3)C1CCCCC1,.,-13,-1
COc1ccc(-c2nc(Nc3nc(C)cc(C)n3)n[nH]2)cc1OC,.,-3,-9
Cc1ccnc(NCn2cnc3ccccc32)c1,-8,1,-6
COc1ccc(Cc2ncc3c(n2)CN(c2ncncc2C(C)C)C3)cc1,-17,4,-1
CCOc1cccc(CN(C(=O)OC(C)(C)C)C2CCC(C(=O)N3CCOC(COCc4ccccc4F)C3)CC2)c1 (stereo unspecified),.,21,-5
COC(=O)c1c(C)c(C(=O)CN(CC2CCCO2)C(=O)COCc2ccccc2)c(C)n1C (stereo unspecified),-5,-10,-6
COc1ccc(S(=O)(=O)NC(=O)C2(C)CCN2C(=O)C2(c3ccc(Cl)cc3)CC2)cc1 (stereo unspecified),.,7,-7
Cc1ccc(Cn2cnc3c(cnn3CCNC(=O)c3ccc(C(C)(C)C)cc3)c2=O)cc1,-10,-4,-9
Cc1ccc(CN(CCS(C)(=O)=O)C2CCc3ccccc32)cc1 (stereo unspecified),.,6,-9
O=C(CSc1ccc(-c2ccc([N+](=O)[O-])cc2)nn1)N1CCCCC1,.,9,-12
N#CCCN(CCC#N)Cn1nc(-c2ccccc2F)n(C2CC2)c1=S,-2,.,3
CC1CC(=NNC(=S)NC(C)C)CC(C)(C)C1 (stereo unspecified),.,9,-2
COc1ccc(OCC(=O)N/N=C2/C=C(C)CC2)cc1,.,7,-10
O=C(NCc1cccc(-c2ncc(-c3ccc(F)cc3)[nH]2)c1)C(Cl)Cl,-2,-1,-2
NC(=O)c1c(NC(=O)COC(=O)C2CC2)sc2c1CCCC2,.,5,-8
C=CCn1c(=S)[nH]c2ccccc21,.,5,-7
Cc1nn(C)cc1-c1ccnc(NCc2ccon2)n1,-11,2,-3
COc1ccccc1N1CCN(c2nc(-c3cccs3)nc3cc(Cl)ccc23)CC1,2,-32,1
Fc1ccc(-c2cn3cc(Cl)ccc3n2)cc1,.,-2,-2
CC(=O)c1c(C)[nH]c(C(=O)COC(=O)c2nccnc2N)c1C,.,6,2
CN(C)S(=O)(=O)NC1CCCCCC1,-7,.,1
O=S(=O)(c1ccc(Cl)cc1)N1CCN(C(c2ccccc2)c2ccc(Br)cc2)CC1 (stereo unspecified),3,9,-1
CCOC(=O)c1c(-c2ccc(F)cc2)csc1NC(=O)CCCl,-5,-7,-6
Cc1ccc(CN2CCNC(=O)C2CC(=O)NC2Cc3ccccc3C2)o1 (stereo unspecified),-2,4,-2
CC(=O)c1nnn(-c2nc(N(C)C)nc(N(C)C)n2)c1C,.,-1,-6
# Next section
SMILES,mcGAS lum,NPYLR7 ag,hcGAS inh
CCCn1cc(C(=O)N(C)CC2CCCCO2)c(C)n1 (stereo unspecified),-15,9,1
Cc1nccn1CC1(CNC(=O)[C@@H]2C[C@@H]3C=C[C@H]2C3)CC1,.,16,-7
CC(C)NC(=O)N(C)Cc1ccc(Br)cc1,.,2,-9
CCOc1nc(-c2cccc(C(F)(F)F)c2)n(-c2cccc(NS(=O)(=O)c3ccc(C)cc3)c2)n1,1,0,2
COc1ccc(NC(=O)c2c(-c3ccccc3)noc2C)cc1,1,-6,-5
CC(C)(C)C(=O)N1CCCC(C(=O)C(C#N)C(=O)N2CCCC2)C1 (stereo unspecified),.,5,-7
Cc1nn(Cc2ccccc2)c(C)c1[C@@H]1C=C[C@@H](NC(=O)c2cccnc2)C1,-3,-14,-2
COCCNC(=O)[C@@]1(OCc2cccc(C(F)(F)F)c2)CC(OCc2cccc(F)c2F)[C@H](O)[C@H](O)C1 (stereo partly specified),-4,4,-9
O=C(CCSCc1ccc(C(=O)O)cc1)NC1CCCCC1,.,-1,-6
C/C=C/c1ccc2oc(-c3ccc(O)cc3)c(C)c2c1,-4,2,-5
CCc1c(C)sc2nc(SCC(=O)N3CCNC3=O)n(CC3CCCO3)c(=O)c12 (stereo unspecified),.,8,-2
CC(=O)Cn1c(=O)c2c(nc3n(C(C)C)c(C)c(C)n23)n(C)c1=O,.,18,-4
CCn1c(C)cc(O)c(C(c2cccc(F)c2)N2CCN(CCO)CC2)c1=O (stereo unspecified),.,7,-12
CCOc1ccc(C2C(C(=O)c3cccs3)=C(O)C(=O)N2CCN(C)C)cc1 (stereo unspecified),-1,5,4
COCCc1noc(C2CCCN(c3ncnc4c3c(C)nn4C)C2)n1 (stereo unspecified),.,-6,4
CN(Cc1cc2n(n1)CCNC2)CC1(c2ccccc2)CC1(C)C (stereo unspecified),.,15,-9
CCc1ccccc1-c1cc(OC)nc(N)n1,-13,-3,-10
C=CCn1c(SCc2cccc(C)c2)nc2c1c(=O)[nH]c(=O)n2C,.,-3,-9
COc1cccc(C(=O)N2CCC(n3c(=O)oc4ccc(OC)cc43)CC2)c1,-9,6,-11
COc1ccc(Oc2cc(N3CCN(C(=O)c4cccc(F)c4)C(C)C3)ncn2)cc1 (stereo unspecified),1,-11,1
O=C(c1ccc(C(F)(F)F)c(F)c1)N1CCC(N2CCCCC2)CC1,.,-10,-4
Nc1nn2cc(-c3ccccc3)nc2s1,.,-8,1
CCCCn1c(C(=O)NCC(O)CO)cc2c(=O)n(C)c(=O)n(C)c21 (stereo unspecified),-12,2,-7
CCOC(=O)C(Cc1ccccc1)NC(=O)N1CCN(CC(OCc2cccc(Cl)c2)c2cccc(OC)c2)CC1 (stereo unspecified),-6,.,-7
CC/C=C\C/C=C\C/C=C\C/C=C\C/C=C\CCCC(=O)OCC,.,-1,-2
# Continuation:
SMILES,mcGAS lum,NPYLR7 ag,hcGAS inh
O=C(NCc1ccccc1)Nc1ccc(N2CCc3ccccc3C2)c(C(=O)NCCc2ccccc2)c1,-6,-5,-17
CCOc1ccc(-c2ccc(=O)n(Cc3ccc(F)cc3)n2)cc1,.,10,-9
C=C(C)NN=c1sc2ccccc2n1C,.,2,-2
C/C(=N/N=C1\NC(=O)C(CC(=O)Nc2ccccc2[N+](=O)[O-])S1)C1CCCCC1 (stereo unspecified),.,9,-12
CCn1nc(C(=O)O)c2c1CCN(C(=O)C(c1cccnc1)N1CCCC1)C2 (stereo unspecified),.,5,-3
CCN(C(=O)c1ccc(OC(F)F)cc1)C(C)CO (stereo unspecified),.,-1,-5
O=C1c2ccc3ccccc3c2C(=O)C1c1cc(=O)c2ccccc2[nH]1 (stereo unspecified),-3,5,-6
